High-throughput results from PubChem.
BAZ2B block: inhibitors of human BAZ2B bromodomain. Q9UIF8. AlphaScreen BAZ2B-H3K14Ac peptide displacement. Potency, µM (highest dose often 114 µM), for inactives: at the top dose activity change, negative = inhibition, most hits filed as inhibitors. 360,000 compounds, 4.4% hits. AID 504333; note: potency is the fitted concentration of half-maximal effect; % is set by controls: 0 for no effect and ±100 for the full control effect; nearly all actives have a fitted effect of over 60% in size
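AlphaScreen luminescence quantifies BAZ2B engagement of H3K14Ac peptide; the protein and biotinylated peptide are both at 50 nM final, buffer PBS pH 7.4 with 0.01% Tween-20, all steps at room temperature.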
ALOX12 inh: ALOX12 (human) lipoxygenase inhibition; purified 12hLO, xylenol orange hydroperoxide absorbance; Potency, µM (series often up to 108 µM), inactives show at the highest dose activity change, negative = inhibition, most hits filed as inhibitors; 580,000 compounds, 1.1% hits; AID 1671190; note: potency is the fitted concentration of half-maximal effect; % is set by controls: 0 for no effect and ±100 for the full control effect
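Purified human 12hLO (150 nM final) in 25 mM Hepes, 0.01% Triton X-100, pH 7.0 was preincubated 15 min at room temperature with compound. Then 40 uM arachidonic acid was added, 30 min. Hydroperoxide was read by Fe-XO absorbance ratio 573/405 nm.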
GLS inh: glutaminase GLS (human) inhibition; O94925; GLS enzymatic activity, qHTS titration; Potency, µM (doses to about 45.5 µM), without a hit: at the highest dose activity change, negative = inhibition, most hits filed as inhibitors; 410,000 compounds, 0.21% hits; note: potency is the fitted concentration of half-maximal effect; % is set by controls: 0 for no effect and ±100 for the full control effect
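Glutamate formation by hKGA was monitored fluorometrically using coupled glutamate oxidase, HRP and Amplex Red. Substrate was added as 1 mM L-glutamine solution; incubation was 30 min at RT after an initial read.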
PI4K2A inh: inhibitors of human PI4K2A. purified PI4K2A, ADP-Glo luminescence, 1 h; stronger effect = lower value. activity change, negative = inhibition, % at 76.9 µM. 420,000 compounds, 0.13% hits. AID 1346378; in the data active = activity change below about -50%; inconclusive = mostly about -30% to -49%;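 note: -100% = wells without enzyme as full effect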
Target sequence (Q9BTU6 whole entry, looked up): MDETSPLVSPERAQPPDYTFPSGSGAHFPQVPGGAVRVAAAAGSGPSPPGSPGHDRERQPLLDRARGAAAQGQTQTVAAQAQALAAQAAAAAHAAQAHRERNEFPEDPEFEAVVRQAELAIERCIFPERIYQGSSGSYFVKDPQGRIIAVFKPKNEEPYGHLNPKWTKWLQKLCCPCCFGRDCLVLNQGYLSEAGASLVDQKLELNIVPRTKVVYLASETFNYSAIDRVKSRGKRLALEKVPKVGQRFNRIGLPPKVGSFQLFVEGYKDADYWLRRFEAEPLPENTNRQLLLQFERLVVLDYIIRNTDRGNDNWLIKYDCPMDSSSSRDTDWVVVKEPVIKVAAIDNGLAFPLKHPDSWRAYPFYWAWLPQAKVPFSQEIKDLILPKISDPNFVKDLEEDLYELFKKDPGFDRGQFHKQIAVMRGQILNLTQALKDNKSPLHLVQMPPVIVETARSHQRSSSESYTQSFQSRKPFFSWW
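ADP-Glo luminescence measured ADP generated by PI4K2A enzyme (4 ug/mL before mixing) with 1.2 mM PI substrate (pre-mix) and 300 microM ATP (pre-mix). Tris pH7.5 buffer with MgCl2, Triton X-100; 1 h reaction at ambient temperature.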
ERG Ets-DNA blk: ERG Ets/DNA interaction inhibition | Potency, µM (series often up to 76.9 µM), for inactives: at the highest dose FP activity, negative = inhibition, most hits filed as inhibitors | AID 624246 | 370,000 compounds, 0.028% hits | fluorescence polarization, His-ERG Ets domain / labelled DNA; active = well fitted inhibition curve with a large enough effect in the polarisation, with a control signal flat; inconclusive = small, poorly fitted or top-dose-only effect, or effect the other way, or a change in a side signal; inactive = no such curve, though single readings can be large or run the other way; the % refers to the polarisation;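 note: polarization taken with two DNA probes labelled with fluorescein and Texas red; potency is the fitted concentration of half-maximal effect; % of control where 0% means no effect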
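His-tagged ERG Ets domain (1 uM in the protein solution; 300mM KCl, 50mM Tris-HCl, 1mM EDTA, 1mM DTT, pH 7.5) received compound, then a probe mix of 5 nM fluorescein-DNA and 100nM Texas-615-DNA. Fluorescence polarization was read for both dyes.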
HP1b chromo inh: inhibitors of HP1-beta chromodomain binding to methylated histone tails; Potency, µM (series often up to 114 µM), for the others: at the highest dose activity change, negative = inhibition, most hits filed as inhibitors; 390,000 compounds, 0.56% hits; AlphaScreen HP1-beta / biotin-H3K9me3 peptide binding; AID 540317; P83916; note: potency is the fitted concentration of half-maximal effect; nearly all actives have a fitted effect of over 70% in size; inactives centre near 23
Target sequence (P83916 whole entry, looked up): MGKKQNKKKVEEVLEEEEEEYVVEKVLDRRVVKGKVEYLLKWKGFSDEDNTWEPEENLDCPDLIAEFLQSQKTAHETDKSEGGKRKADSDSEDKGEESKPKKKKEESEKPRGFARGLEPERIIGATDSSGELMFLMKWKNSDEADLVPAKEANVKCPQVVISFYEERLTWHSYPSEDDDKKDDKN
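AlphaScreen: HP1-beta (50 nM) preformed 30 min with biotin-H3(1-18)K9me3 peptide (50 nM) in PBS pH 7.4, 0.01% Tween-20. Compound added for 30 min at RT, then streptavidin donor/nickel chelate acceptor beads (10 ug/mL) for 30 min.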
G9a inh: blocks human histone lysine methyltransferase G9a; Q96KQ7; G9a H3K9 monomethylation, AlphaScreen, 2 h; Potency, µM (top dose mostly 102 µM), for inactives: at the top dose activity, negative = inhibition, actives largely listed as inhibitors; 350,000 compounds, 8.8% hits; note: potency is the fitted concentration of half-maximal effect; % is set by controls: 0 for no effect and ±100 for the full control effect; nearly all actives have a fitted effect of over 75% in size
Target sequence (Q96KQ7 913-1193 limits assumed): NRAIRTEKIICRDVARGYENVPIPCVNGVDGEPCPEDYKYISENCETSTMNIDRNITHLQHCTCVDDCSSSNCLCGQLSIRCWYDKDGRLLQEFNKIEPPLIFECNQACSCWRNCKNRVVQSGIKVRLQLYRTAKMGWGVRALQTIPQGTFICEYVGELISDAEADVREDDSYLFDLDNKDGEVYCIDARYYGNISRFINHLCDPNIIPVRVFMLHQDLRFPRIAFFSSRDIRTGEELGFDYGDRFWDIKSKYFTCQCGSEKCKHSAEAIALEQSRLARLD
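G9a (20 nM) preincubated 15 min RT with compounds, then 500 nM biotinylated H3K9 peptide and 20 uM SAM added; 2 h RT reaction. Monomethyl-H3K9 product detected by AlphaScreen with anti-H3K9me1 antibody, streptavidin donor and anti-rabbit IgG acceptor beads.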
RGS4 inhibitor: human RGS4 inhibition; 390,000 compounds, 0.039% hits; Transcreener GDP fluorescence polarization, RGS4-accelerated GTP hydrolysis; Potency, µM (series often up to 114 µM), inactives show top-dose activity change, negative = inhibition, usual class: inhibitors; note: potency is the fitted concentration of half-maximal effect; % is set by controls: 0 for no effect and ±100 for the full control effect; nearly all actives have a fitted effect of over 75% in size; some results filed as inactive show a strong effect at the top dose
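MLSMR compounds (23 nl, pin-transferred) preincubated 10 min at room temperature with a 500nM (2x) first reagent, then RGS4 at 900nM (2x) plus Transcreener GDP mix added; fluorescence polarization (620/688 nm) read before and after 90 min at 30 °C.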
JMJD2A Tudor: inhibitors of human JMJD2A Tudor domain | O75164 | AlphaScreen JMJD2A-Tudor / H3K4me3 peptide binding | Potency, µM (titrated, usually from 114 µM), without a hit: at the top dose activity change, negative = inhibition, hits mostly inhibitors | 390,000 compounds, 4.4% hits | AID 504339; note: potency is the fitted concentration of half-maximal effect; % is set by controls: 0 for no effect and ±100 for the full control effect; nearly all actives have a fitted effect of over 50% in size
An asterisk follows results filed as active; ? = inconclusive; · = not tested or not shown; & = joins results of further samples; [ ] = dose if it differs, or a comment. Unless noted, calls come from the whole dose curve; as a rule, active = well fitted curve in the direction sought with a large enough effect; inconclusive = small, poorly fitted or top-dose-only effect, or another doubt; inactive = no such curve, though single readings can be large; an effect the other way counts as inactive or inconclusive.

# | Molecule | HP1b chromo inh | BAZ2B block | ALOX12 inh | PI4K2A inh | RGS4 inhibitor | G9a inh | ERG Ets-DNA blk | GLS inh | JMJD2A Tudor
1 | CC(C)Cn1c(SCc2nc3ccccc3c(=O)[nH]2)nc2ccccc2c1=O | 17% | 89µM* | -27% | 1 | 11% | 2% | -2% | 2% | -8%
2 | CCOc1nc(NC(=O)NS(=O)(=O)Oc2cccc(F)c2)nc(-c2ccccc2)n1 | 31% | -26% | ? | 7 | -18% | -37%[59 µM] | 0% | 6% | -12%
3 | CC(C)C(NC(=O)c1ccccc1Br)c1ccccc1 (configuration not stated) | 25% | -2% | -5% | 2 | 10% | 17%[12.7 µM] | 3% | -4% | 0%
4 | Cc1cc(C)cc(-c2nnc(SCC(=O)NCc3cccs3)o2)c1 | 19% | 0% | -7% | 5 | -23% | 31%[12.7 µM] | 9% | 0% | -13%
5 | O=C(O)/C(=C1/OC(=O)c2ccccc21)c1ccccc1 | 42%[activator] | 2% | -7% | 12 | -2% | 2%[59 µM] | -6% | -2% | -4%
6 | O=C1c2ccccc2C(=O)N1CCCC(=O)N1CCc2ccccc21 | 33% | 8% | -17% | -3 | -32% | 12% | -2% | 13% | -17%
7 | COc1cc(OC)c(C(=O)Nc2ccccc2-c2ccccc2)cc1OC | 21% | -26% | -28% | 3 | -9% | -48% | -4% | 0% | -24%
8 | O=C(CCNC(=O)C1CCN(S(=O)(=O)c2ccccc2)CC1)NCc1ccncc1 | 38% | -10% | -13% | 0 | -4% | 0% | -5% | -1% | 4%
9 | COc1cccc(Cn2c(=O)ccc3ccccc32)c1 | 58%[activator] | -18% | 23% | 2 | -23% | 20% | 10% | -7% | -27%
10 | CCc1ccc(OCC(=O)NNC(=O)Cc2cccs2)cc1 | 23% | ? | ? | -3 | 4% | 26%[59 µM] | -15% | 2% | -6%
11 | COc1cccc(C(=O)Nc2ccc(-c3cn4cccnc4n3)cc2)c1OC | 59%[activator] | -18% | -17% | -1 | -9% | 16%[59 µM] | 1% | -14% | -19%
12 | S=C(Nc1ccccc1)N1CCN(c2ccc(N3CCOCC3)nn2)CC1 | 19% | -9% | -5% | 1 | 20% | -35% | 0% | 8% | -13%
13 | CC(C)CC(C(=O)NC1CCCC1)N(Cc1ccc2c(c1)OCO2)C(=O)c1snc(C(N)=O)c1N (configuration not stated) | 12% | -34% | -1% | 5 | 19% | 7% | 2% | 8% | -12%
14 | Cc1cccc(NC(=O)CSc2nnc([C@H](C)NC(=O)OC(C)(C)C)o2)c1C | 8% | -12%[57.1 µM] | 1% | 1 | -24%[11.4 µM] | 9% | 9% | 23% | ?
15 | Cc1cc(C)c(NC(=O)c2cccs2)c(C)c1NC(=O)c1cccs1 | 5% | -3% | 14% | 0 | 23% | -1%[12.7 µM] | -2% | -1% | -18%
16 | O=C(NC1CC(=O)N(c2ccccc2)C1)C(=O)c1c[nH]c2ccccc12 (configuration not stated) | 15% | 13% | ? | 1 | 21% | -32% | -3% | 9% | 2%
17 | Cc1c(Br)cc(C(=O)N2CCCC2)c(C)c1C | 17% | -3% | 65%[activator] | -3 | 16% | -5%[59 µM] | -2% | 12% | -11%
18 | CCCCOC(=O)c1cc(Cl)c(O)c(OC)c1 | 21%[57 µM] | -1% | -18% | 1 | -8% | 6% | 9% | 81%[activator] | -7%
19 | COc1ccc(C(=O)NNC(=O)CSc2nc3c(c(=O)n(C)c(=O)n3C)n2C)cc1 | 36% | -2% | -1% | 0 | 7% | -28% | 3% | 18% | -8%
20 | CCOC(=O)c1[nH]c(C)c(CCC(=O)Nc2ccccc2C(=O)OC)c1C | 9%[57 µM] | 3% | -16% | -1 | 16% | -3%[59 µM] | 2% | -12% | -25%

One compound at a time (already shown). Values in the order: HP1b chromo inh, BAZ2B block, ALOX12 inh, PI4K2A inh, RGS4 inhibitor, G9a inh, ERG Ets-DNA blk, GLS inh, JMJD2A Tudor
Cc1cc(C)cc(-c2nnc(SCC(=O)NCc3cccs3)o2)c1 across the screens: 19%, 0%, -7%, 5, -23%, 31%[12.7 µM], 9%, 0%, -13%
CC(C)C(NC(=O)c1ccccc1Br)c1ccccc1 (configuration not stated) across the screens: 25%, -2%, -5%, 2, 10%, 17%[12.7 µM], 3%, -4%, 0%
Cc1cc(C)c(NC(=O)c2cccs2)c(C)c1NC(=O)c1cccs1 across the screens: 5%, -3%, 14%, 0, 23%, -1%[12.7 µM], -2%, -1%, -18%

Carrying on.
# | Molecule | HP1b chromo inh | BAZ2B block | ALOX12 inh | PI4K2A inh | RGS4 inhibitor | G9a inh | ERG Ets-DNA blk | GLS inh | JMJD2A Tudor
21 | O=C(NCc1cccs1)C1CCCN(C(=O)Nc2ccccc2)C1 (configuration not stated) | 16% | 9% | 20% | 0 | 5% | -101% | -11% | -1% | -8%
22 | O=C(CCNS(=O)(=O)c1cccc2nsnc12)N1CCc2ccccc21 | 33% | -33% | 0% | 2 | 3% | 19% | -2% | 11% | -25%
23 | Cc1ccc(Nc2c(-c3cc(Br)ccc3F)nc3cc(C)ccn23)cc1 | ? | ? | ? | 1 | -13% | ? | 3% | 12% | -23%
24 | CCn1c(SCC(=O)Nc2ccccc2F)nc2c(c1=O)SC(C)C2 (configuration not stated) | 26% | -22% | -20% | -2 | 6% | -13%[59 µM] | 5% | 2% | -18%
25 | COc1ccc(OCC(O)CN2C(=O)NC(C)(C)C2=O)cc1 (configuration not stated) | 21% | 5% | 11% | 1 | 15% | -3%[59 µM] | 3% | -4% | 7%
26 | CC(=O)Nc1ccc(OC(=O)c2c(-c3ccccc3Cl)noc2C)cc1 | 26% | -4% | -9% | 4 | -8% | 15%[59 µM] | · | 3% | 1%
27 | O=C1OCCC1Sc1ncnc2sc3c(c12)CCC3 (configuration not stated) | 44% | 0% | 0% | 8 | 22% | -23%[59 µM] | 6% | 4% | -9%
28 | CC(C)C[C@@H](CN=[N+]=[N-])N1CCN(CC(C)C)CCC1=O | ? | -7% | 8% | -6 | -21% | 14% | 11% | -5% | -29%
29 | O=C(CSc1ncn[nH]1)Nc1nsc(-c2ccccc2)n1 | 27% | 6% | 3% | -3 | -1% | 2%[59 µM] | -9% | -1% | -13%
30 | COc1ccc(/C=N/n2c(-c3cccs3)n[nH]c2=S)cc1 | -17% | -37% | ? | 6 | -43% | ? | -1% | 9% | 45µM*
31 | O=C(CSc1nnc2ccc(-c3ccncc3)nn12)N1CCCCC1 | 67%[activator] | -25% | 0% | -2 | -13%[11.4 µM] | -5% | 0% | -5% | -3%[11.4 µM]
32 | CN(C(=O)c1ccccc1Cl)c1ccccc1C(=O)NCc1ccccc1 | 28% | 1% | -16% | 0 | -19% | 26% | -10% | 4% | -1%
33 | O=C(CCN1C(=O)c2ccc([N+](=O)[O-])cc2C1=O)Nc1nccs1 | 51%[activator] | -1% | -4% | 1 | -22% | 7% | 6% | 1% | -6%[11.4 µM]
34 | Cc1ccc(NC(=O)CN(c2ccc(Cl)cc2)S(=O)(=O)c2cc([N+](=O)[O-])ccc2Cl)c(C)c1 | 9% | ? | -13% | -5 | -16% | ? | 8% | -1% | -17%[11.4 µM]
35 | CC(=O)Cc1nsc(NC(=O)c2c(-c3ccccc3Cl)noc2C)n1 | 22% | 6% | ? | -8 | -3% | -7%[12.7 µM] | 7% | 0% | -7%
36 | CC(C)Cc1ccc(-c2cc(=O)[nH][nH]2)cc1 | -15% | -1% | -3% | 2 | ? | · | 0% | 0% | -11%[11.4 µM]
37 | Cn1nc(C(F)(F)F)c2cc(NC(=O)OCC(C)(C)C)sc21 | 40%[activator] | -1% | ? | -1 | -2% | -5%[59 µM] | 5% | -1% | 2%
38 | CCCCN(CC)CCCNC(=O)c1c(C)oc2ncnc(N3CCOCC3)c12 | 17% | 9%[57.1 µM] | 2% | -5 | 10% | -1%[59 µM] | 8% | 9% | -17%
39 | Cc1ccc(C(=O)c2oc3ccccc3c2NC(=O)c2nc(S(C)(=O)=O)ncc2Cl)cc1F | 15% | -2% | 20%&2% | 10 | -28% | -1%[59 µM] | -5% | 2% | -20%
40 | O=C(COC(=O)c1ccco1)Nc1cc(S(=O)(=O)N2CCOCC2)ccc1Cl | 2%[57 µM] | · | 1% | -2 | 13% | · | 5% | -19% | -13%
41 | COCCOC(=O)C1=C(C)N=c2s/c(=C\c3cccs3)c(=O)n2C1c1cccs1 (configuration not stated) | 4% | -24% | 0% | 4 | -3% | ? | 0% | 0% | -33%
42 | Cn1nccc1C(=O)OCC(=O)Nc1ccc(S(N)(=O)=O)cc1 | 10% | 1% | ? | 1 | -7% | -22% | 6% | -2% | -3%
43 | O=C(CSc1nc(-c2ccc(F)cc2)cs1)Nc1ccccn1 | 21% | 1% | -4% | 1 | 28% | -9%[59 µM] | 0% | 13% | -11%
44 | COc1cc(NC(=O)c2cc3ccccc3cc2O)c(OC)cc1Cl | 56%[activator] | -26% | 79%[activator] | 0 | -23% | 21%[12.7 µM] | 2% | -3% | 3%
45 | CCc1nnc(NC(=O)CSc2nnc(Cc3cccn3C)n2C)s1 | 25% | -36% | ? | -7 | 2% | ? | -12% | 12% | -17%

An excerpt (hit frequency here may not be typical).
